# Compound activity deposited in PubChem BioAssay by The Scripps Research Institute Molecular Screening Center.
# OXTR potentiator: potentiators of human oxytocin receptor | P30559 | CHO-OTR cells, Fluo-8 calcium fluorescence, potentiator mode; 0% = oxytocin EC15, 100% = EC100 | activation, % at 3 µM | 320,000 compounds, 0.061% hits | AID 2445;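 active means activation above that plate's cutoff, the mean activation of tested compounds plus 3 SD, cut at about 6.6% in these data, passing the limit was not always enough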;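 further: 100% uses oxytocin at 75 nM as the full agonist control; some results filed as inactive read as strong as hits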
#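 Assay system: CHO cell line stably expressing human OTR. Reagent: EC15 oxytocin agonist. Dosing: single dose, 3.0 µM nominal final compound concentration. Timing: compound 6 min at room temperature before oxytocin, 100 s read. Signal: kinetic Fluo-8 calcium fluorescence. Controls: oxytocin EC15 low and EC100 high.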
# CHO parental Ca: counter-screen for OX1R antagonists: effect in parental CHO cells | parental CHO-K1, ATP-induced calcium, Fluo-8 fluorescence | inhibition, % at 5.6 µM | 330,000 compounds, 0.63% hits;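 active means inhibition above that plate's mean sample inhibition plus 3 SD, cut at about 26% in these data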;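 further: 0% = ATP-challenged DMSO wells and 100% = DMSO wells without ATP; some compounds past the cut are filed as inactive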
#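 Material: parental CHO cells / Compound: single nominal dose of 5.6 µM per compound / Signal: Fluo-8 fluorescence / Replicates: singlicate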
# M1 ag: agonists of human M1 muscarinic receptor. P11229. CHO-K1 hM1, Fluo-8 calcium fluorescence, agonist mode; 0% DMSO, 100% acetylcholine EC100. activation, % at 3 µM. 360,000 compounds, 0.33% hits. AID 588814;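 active means activation above the run's mean compound activation plus 3 SD, cut at about 16% in these data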;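 further: peak over basal fluorescence ratio within a 140 s kinetic read after compound addition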
# Target sequence (P11229 whole entry, looked up): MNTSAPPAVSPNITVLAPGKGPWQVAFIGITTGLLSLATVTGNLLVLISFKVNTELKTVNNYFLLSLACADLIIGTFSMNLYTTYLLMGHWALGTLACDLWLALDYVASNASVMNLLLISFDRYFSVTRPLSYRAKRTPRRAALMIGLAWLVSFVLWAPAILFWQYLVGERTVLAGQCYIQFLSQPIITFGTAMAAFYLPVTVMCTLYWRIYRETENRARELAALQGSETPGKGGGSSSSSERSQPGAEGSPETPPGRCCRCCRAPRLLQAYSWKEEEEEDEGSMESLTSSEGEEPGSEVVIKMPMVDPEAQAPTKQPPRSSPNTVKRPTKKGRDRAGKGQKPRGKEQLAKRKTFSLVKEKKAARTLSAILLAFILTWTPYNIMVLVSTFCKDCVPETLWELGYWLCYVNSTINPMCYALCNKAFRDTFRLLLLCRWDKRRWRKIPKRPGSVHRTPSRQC
# V1aR counter: counter-screen for oxytocin receptor agonists: human V1a receptor agonists; activation, % at 3 µM; CHO-V1R cells, Fluo-8 calcium fluorescence, agonist mode; 0% DMSO, 100% 3 nM vasopressin; 320,000 compounds, 0.25% hits; AID 2797; P37288;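 active means activation above the mean activation of all tested compounds plus 3 SD, per screening run, cut at about 20% in these data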;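 further: signal is peak over basal fluorescence ratio across a 100 second FLIPR read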
# Target sequence (P37288 whole entry, looked up): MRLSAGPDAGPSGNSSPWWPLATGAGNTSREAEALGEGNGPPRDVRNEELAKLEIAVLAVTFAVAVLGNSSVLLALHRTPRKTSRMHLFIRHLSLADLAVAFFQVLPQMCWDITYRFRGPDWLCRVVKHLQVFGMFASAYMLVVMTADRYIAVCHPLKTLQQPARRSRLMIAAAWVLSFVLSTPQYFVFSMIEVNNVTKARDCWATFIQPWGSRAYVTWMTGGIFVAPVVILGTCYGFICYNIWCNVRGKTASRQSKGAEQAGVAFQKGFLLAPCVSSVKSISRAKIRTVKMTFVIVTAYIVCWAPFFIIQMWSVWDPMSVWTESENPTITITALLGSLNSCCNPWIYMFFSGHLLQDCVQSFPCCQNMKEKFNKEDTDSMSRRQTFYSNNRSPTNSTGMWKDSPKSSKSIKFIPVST
# M1 ag parental: nonselective activator or artifact in parental CHO-K1 cells. Fluo-8 calcium fluorescence; scaled to maximal ATP response, vehicle zero. activation, % at 3 µM. 360,000 compounds, 0.48% hits; in the data active means activation above about 15%;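 further: untransfected CHO-K1 host cells lacking M1 receptor as counterscreen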
# TAAR1 antag: human TAAR1 antagonism; 360,000 compounds, 1.5% hits; inhibition, % at 3 µM; CHO RD-HGA16 TAAR1, Fluo-8 calcium fluorescence, antagonist;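 active means inhibition above a per-plate cutoff, the mean inhibition of test compounds on that plate plus 3 SD, cut at about 49% in these data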;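 further: 0% = DMSO plus EC80 beta-PEA response and 100% = DMSO alone without agonist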
#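 Test system – hTAAR1-expressing CHO RD-HGA16 cells, Gα16-coupled · Also added – β-PEA at EC80 concentration, post-compound challenge · Compound – 3 µM, single point · Incubation – dye loading 75 min at 37 °C, then 30 min room temperature · Measured by – Fluo-8 intracellular calcium dye fluorescence, real-time kinetic reads · Benchmarks – vehicle and agonist controls · Replicates – singlicate, one well per test compound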
# M1 PAM parental: M1 PAM counterscreen hit in parental CHO-K1 cells; 360,000 compounds, 0.02% hits; ATP EC20, Fluo-8 calcium fluorescence; 0% at ATP EC20, 100% at ATP max; AID 602247; activation, % at 3 µM;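 active means activation above the run cutoff, the mean activation of all test compounds plus 3 SD, cut at about 40% in these data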;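 further: peak over basal fluorescence ratio in a 140 s read after ATP addition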
# TAAR1 ag: agonists of human TAAR1; Q96RJ0; activation, % at 3 µM; 360,000 compounds, 0.99% hits; CHO RD-HGA16 TAAR1, Fluo-8 calcium fluorescence; vehicle wells 0%, saturating PEA agonist 100%; AID 624467;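 active means activation above the mean activation of all test compounds in the run plus 3 SD, cut at about 38% in these data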
#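 System: CHO RD-HGA16 cells carrying human TAAR1 plus Gα16; Incubation: 17-24 h seeding, 75 min 37 °C dye, 30 min RT; Measured by: Fluo-8 fluorescence, 5 s baseline then 140 s kinetic read; Control set: DMSO and PEA EC100; Replication: single well for each compound.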
# CHO-K1 Ca antag: counter-screen for M1 antagonists: effect in parental CHO-K1 cells; ATP-induced calcium, Fluo-8 fluorescence; inhibition, % at 3 µM; 360,000 compounds, 0.6% hits;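 active means inhibition above a per-plate cutoff, the plate's mean sample inhibition plus 3 SD, cut at about 24% in these data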;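 further: 0% = DMSO plus EC80 ATP and 100% = DMSO alone without ATP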
# Active calls of the source: *; . = not tested or not shown.
SMILES,OXTR potentiator,CHO parental Ca,M1 ag,V1aR counter,M1 ag parental,TAAR1 antag,M1 PAM parental,TAAR1 ag,CHO-K1 Ca antag
Nc1cc(N2CCNCC2)c([N+](=O)[O-])cc1Cl,-2,-8,-5,0.3,-0.2,8,-11,1,13
Cc1nn(Cc2ccc(Cl)cc2Cl)c(Cl)c1C(=O)Nc1ccc(OC(F)F)cc1,-13,-8,-5,1.1,0.1,14,4,1,6
Oc1ccccc1-[n+]1c(-c2ccccc2)cc(-c2ccccc2)c(O)c1-c1ccccc1,-5,-17,-5,-0.1,-0.4,40,13,6,-10
COc1cc(C)c(-c2nc(CN3C[C@@H]4C[C@@H](C3)c3cccc(=O)n3C4)c(C)o2)cc1C,-6,-34,-12,-0.3,-0.5,-15,3,-1,-11
CC[C@H]1CC2CN3CCc4c([nH]c5cc(OC)ccc45)[C@](C(=O)OC)(C2)[C@H]13,5,-4,-9,-1.9,-1.2,.,11,.,-5
CC(=NCc1cccnc1)c1c(O)n(-c2ccccc2)c(=O)[nH]c1=O,2,1,-2,0.1,0.8,0,-1,2,-17
CN1C(=O)C(=Cc2ccccc2OCc2ccc(Cl)cc2)C(=O)N(C)C1=O,-3,8,-7,-0.7,0.3,-3,5,-1,-4
Cc1oc(-c2cccs2)nc1CSCC(=O)N1CCC2(CC1)OCCO2,-13,-11,-4,2.8,1.6,1,25,2,-14
CC(C)CCOC(=O)c1c(N)n(CC2CCCO2)c2nc3ccccc3nc12 (stereo not drawn),-5,-30,-6,-0.7,0.2,19,1,1,-2
CC12CCC(=O)C=C1CC(O)C1C2CCC2(C)C1CCC2(C)O (stereo not drawn),.,.,0,.,-0.4,12,-24,2,23
CCCCN1C(=O)NC(=O)/C(=C/c2cnc(SC)nc2)C1=O,-4,-12,-2,1.4,0.1,3,12,12,-9
CCC(=NCc1cccnc1)c1c(O)n(-c2ccc(Cl)cc2)c(=O)[nH]c1=O,-6,-12,-2,-1.2,0.4,-29,3,1,-14
COCCNC(=O)N1[C@H]2CC[C@@H]1C(C(=O)OC)=C(c1ccc(OC)c(OC)c1)C2,5,2,-7,0.3,1.0,9,16,10,-17
CC(C)(C)c1cc(OC(=O)Cc2ccccc2)ccc1O,-14,5,-1,0.6,0.0,-23,-7,2,11
CCN(C(=O)COC(=O)Cc1ccccc1)c1c(N)n(Cc2ccccc2)c(=O)[nH]c1=O,-6,1,1,-0.1,0.4,-22,6,10,6
C=CCCC1(CC)C(=O)NC(=S)NC1=O,.,.,-2,.,-0.2,-9,21,1,-11
O=C(C(=C1N(Cc2ccc(Cl)nc2)CCN1Cc1ccc(Cl)nc1)[N+](=O)[O-])C(Cl)Cl,-8,-16,-10,0.7,1.5,-8,7,3,-11
COc1ccc(OP(=O)(Nc2ccccc2)Nc2ccccc2)cc1,-7,-6,4,5.2,1.8,13,-4,8,-10
C[C@]12CCC3C(CC[C@H]4C[C@@H](O)[C@H](O)C[C@]34C)C1CC[C@@H]2O (stereo partly drawn),2,-7,5,2.2,2.4,12,0,13,-16
CN1C(=O)C(Cc2ccc(OCc3ccccc3)cc2)C(=O)N(C)C1=O,-14,-10,-2,2.0,1.7,-4,4,1,-7
CCn1ccnc1CN1CCCC(C(=O)c2ccc(OC)cc2OC)C1 (stereo not drawn),-13,-10,-7,2.3,3.4,19,12,1,-14
N#CC1=C(N)Oc2c(c(=O)sc3ccccc23)C1c1cccnc1 (stereo not drawn),4,-2,-5,0.4,0.1,-52,4,3,-11
CSc1ncc(/C=C2/C(=O)NC(=O)N(c3ccc(C)cc3)C2=O)cn1,0,-10,-4,1.0,0.2,-4,24,1,-11
c1ccc(CCCN2CCN(CCOC(c3ccccc3)c3ccccc3)CC2)cc1,-14,-22,-5,4.4,1.8,-3,6,10,1
CC(=O)N[C@@H]1CC[C@@]2(O)[C@H]3Cc4ccc(O)c5c4[C@@]2(CCN3CC2CC2)[C@@H]1O5,0,3,-11,0.3,0.1,3,6,0,-19
Cc1ccc(C2NC(=S)NC(c3ccc(C)cc3)C23C(=O)NC(=O)NC3=O)cc1 (stereo not drawn),-2,-2,-3,1.4,1.1,-30,-3,4,18
Nc1ccc(Br)cc1,.,.,4,.,0.6,8,-23,5,1
CN(C)P1(N(C)C)=NC(C(F)(F)F)=NC(C(F)(F)F)=N1,-1,-4,-3,0.7,0.4,1,18,5,-2
C/C(Cl)=C/CC1(CN2CCCC2=O)C(=O)NC(=O)NC1=O,-5,2,-3,0.6,0.2,1,16,7,-8
CC(=O)O[C@@]12CO[C@@H]1C[C@H](O)[C@@]1(C)C(=O)[C@H](O)C3=C(C)[C@@H](O)C[C@@](O)([C@@H](OC(=O)c4ccccc4)C12)C3(C)C (stereo partly drawn),-5,-12,-2,0.0,0.3,-21,18,2,-2

# Whole records, quoted from the list:
# N#CC1=C(N)Oc2c(c(=O)sc3ccccc23)C1c1cccnc1 (stereo not drawn) in the list: OXTR potentiator = 4; CHO parental Ca = -2; M1 ag = -5; V1aR counter = 0.4; M1 ag parental = 0.1; TAAR1 antag = -52; M1 PAM parental = 4; TAAR1 ag = 3; CHO-K1 Ca antag = -11
# Cc1ccc(C2NC(=S)NC(c3ccc(C)cc3)C23C(=O)NC(=O)NC3=O)cc1 (stereo not drawn) in the list: OXTR potentiator = -2; CHO parental Ca = -2; M1 ag = -3; V1aR counter = 1.4; M1 ag parental = 1.1; TAAR1 antag = -30; M1 PAM parental = -3; TAAR1 ag = 4; CHO-K1 Ca antag = 18

# Remaining list, next part:
SMILES,OXTR potentiator,CHO parental Ca,M1 ag,V1aR counter,M1 ag parental,TAAR1 antag,M1 PAM parental,TAAR1 ag,CHO-K1 Ca antag
CC12CCC3C(CC=C4CC(O)CCC43C)C1C/C(=C\c1ccccc1F)C2=O (stereo not drawn),-1,-20,-7,-0.1,1.5,-15,32,0,-17
O=C(c1ccc(F)cc1)N1CCC2(CC1)OCCO2,5,-11,-2,0.2,-0.2,-18,-3,0,-3
CC(C)c1ccc(N2C(=O)NC(=O)/C(=C/c3cnc(-c4ccccc4)nc3)C2=O)cc1,-8,-2,2,0.7,3.6,-11,-4,5,2
NC(N)=N/N=C/c1ccc(N(c2ccccc2)c2ccccc2)cc1,-5,25,-11,19,0.8,12,-14,77*,10
COc1ccc(SCC2CN(C)CCC2c2ccc(F)cc2)cc1 (stereo not drawn),-3,-4,4,3.1,3.1,-35,21,11,-9
CC1CCN(C(CC(=O)c2ccccc2)C(=O)c2ccccc2)CC1 (stereo not drawn),.,.,6,.,2.6,-13,21,17,-14
CC1(C)N2CC3([N+](=O)[O-])CN1CC([N+](=O)[O-])(C2)C3,-4,-6,-4,0.5,0.5,-16,13,3,-3
COC1=C[C@@H]2C3=C([C@@H]2C1=O)[C@@H](NC(C)=O)CCc1cc(OC)c(OC)c(OC)c13,-4,1,-2,-0.8,0.8,-11,-6,0,-2
COc1cc(CNCCc2c[nH]c3ccccc23)cc(OC)c1,-21,-3,-4,8.8,2.0,5,-1,16,25*
Cc1nc2sccc2c(=O)n1-c1ccccc1Cl,-12,-15,-4,-0.1,-0.1,-4,11,6,-6
COC(=O)c1ccccc1N=Cc1c(O)[nH]c(=O)[nH]c1=O,-8,-1,-2,0.5,0.2,2,-2,1,-8
O=c1[nH]c(=S)[nH]c(O)c1/C=C1/C=c2ccccc2=N1,8,-3,0,1.0,1.1,2,15,5,8
COc1ccc(CNC(=O)CCC(=O)N2C[C@H]3C[C@H](C2)c2cccc(=O)n2C3)cc1,-3,-3,-4,0.2,0.2,0,7,1,-4
COc1cc(C)c(CN2CCN(c3ccccc3)CC2)cc1C,2,-23,-7,-0.3,-0.4,17,19,-2,-13
COc1ccc2c(c1)C1(C(=O)O)CC=CCC1(C(=O)O)C2 (stereo not drawn),.,.,1,.,0.3,5,6,2,-8
O=C1C2CCCN2C(c2ccc(Cl)cc2)N1c1ccccn1 (stereo not drawn),-6,-3,-3,0.1,0.0,0,-8,3,11
c1ccc(CN2CCN(Cc3ccc4c(c3)OCCO4)CC2)cc1,-3,-20,-5,-0.1,-0.2,-7,3,0,7
O=c1[nH]c(=O)n(CCC2=CCCCC2)c(O)c1/C=N/Nc1cccc2ccccc12,-2,-16,0,-0.3,0.9,-9,8,0,-7
Cc1ccc(Cn2nnnc2CN2CCC(n3nnc4ccccc43)CC2)cc1,-10,1,-4,3.0,1.1,-2,1,7,4
CN1CCN(C(=O)COc2ccc(C(C)(C)C)cc2Br)CC1,-2,-10,-6,1.0,1.9,22,19,6,-8
CCCC[N+]12CCC(CC1)C(Cc1ccccc1)C2 (stereo not drawn),0,-10,-9,0.1,-0.1,-9,6,7,-7
O=C1/C(=C/c2cccnc2)N2CCC1CC2,-3,-3,-4,-0.1,0.4,-31,10,3,-10
Cc1c(C(=O)C(=O)N2CCC3(CC2)OCCO3)c2ccccc2n1C,-12,3,-4,3.0,1.0,-13,6,11,-15
CCOC(=O)C(O)(c1ccc(NC(=S)NC(=O)c2ccc(Cl)cc2Cl)cc1)C(F)(F)F (stereo not drawn),-15,57*,21*,34*,7.8,79*,8,78*,16
CCOP(=O)(Cc1cc(C(=O)CC)c(C)o1)OCC,2,-15,0,1.8,0.0,-14,-3,1,-3
O=C1c2ccccc2C(=O)N1Cc1nc2ccccc2c(=O)n1-c1ccc(Br)cn1,-10,-27,-2,-0.9,0.4,-4,1,6,4
COc1cc(CNCCc2ccc3c(c2)OCO3)ccc1O,-7,-7,-5,2.1,0.1,7,12,0,-9
Cn1cccc1CN1CCN(C(=O)COc2ccccc2)CC1,-4,-8,-5,-0.8,0.2,1,14,10,-5
CCOC(=O)c1ccc(NC(=O)N2C[C@@H]3C[C@@H](C2)c2cccc(=O)n2C3)cc1,-3,-13,-14,0.9,0.3,0,-18,3,25*
NC(Cc1nc2ccccc2[nH]1)c1ccc(Cl)cc1 (stereo not drawn),-5,-16,-1,3.8,2.4,-8,16,9,-6
Cc1ccc2c(c1)C1CN(C)CCC1N2C(=O)c1cccnc1Cl (stereo not drawn),-12,-8,-4,0.0,0.2,-6,17,1,-7
CCOc1cc(C2C(C#N)=C(N)Oc3c2c(=O)oc2ccccc32)ccc1OC(=O)c1cccs1 (stereo not drawn),-2,-8,-7,0.4,0.0,12,21,0,-5
CN1C(=O)C(=Cc2ccc(N3CCOCC3)o2)C(=O)N(C)C1=O,-5,-1,-1,8.5,2.6,-14,22,6,-7

# Not all compounds are listed. The share of hits here may be higher or lower than overall.
